Compound activity from PubChem BioAssay.
GalR3 antagonist = GalR3 antagonists in HEK293 cells, primary screen, cell-based, fluorescence readout; Galanin receptor type 3 (Homo sapiens), O60755; HEK293 GalR3-CNG cAMP membrane potential fluorescence; galR3 body fused to GalR1 C-terminus; inhibition, % at 3 µM; 360,000 tested, 0.44% active;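 active = inhibition above the screen-wide average plus 3 SD, cut at about 13% in these data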;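 note: forskolin and galanin both at EC90 stimulate the cells; cAMP rise reported by CNG channel membrane potential dye signal; 0% = forskolin plus galanin with DMSO and 100% = forskolin alone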
Target sequence (O60755 1-299 limits assumed): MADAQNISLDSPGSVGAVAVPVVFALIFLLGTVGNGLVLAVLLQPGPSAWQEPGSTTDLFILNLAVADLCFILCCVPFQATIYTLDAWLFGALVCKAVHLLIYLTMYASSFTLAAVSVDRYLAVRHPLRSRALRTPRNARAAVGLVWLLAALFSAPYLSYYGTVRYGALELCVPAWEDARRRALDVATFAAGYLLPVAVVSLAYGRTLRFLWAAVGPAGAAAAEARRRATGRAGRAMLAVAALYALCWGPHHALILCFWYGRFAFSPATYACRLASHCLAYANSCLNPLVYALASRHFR
Numbers without * were called inactive; & = joins results of further samples. This is a subset, so the mix of outcomes need not match the whole.

GalR3 antagonist	canonical_smiles
1	CCOc1ccc(CCNC(=O)C2CCCN(S(=O)(=O)N3CCCCC3)C2)cc1OCC (configuration not stated)
-3	OC[C@@H]1CN(Cc2ccncc2)C[C@H](n2cnc3c(NC4CC4)ncnc32)O1
6	COc1cc(-c2cc(=O)c3ccc(O)cc3o2)cc(OC)c1OC
-7	CC(C)Cc1ccc(-c2cc3nc(NCc4cccc(Cl)c4)ccn3n2)cc1
-2	Cc1cccc(-c2cnc(C(O)c3cc(C)cc(C)c3)[nH]2)c1 (configuration not stated)
-8	CC(C)COC(=O)N1CCCCC1c1cc(C(=O)Nc2ccccc2)no1 (configuration not stated)
-6	COc1ccc(CN2CCC(C)(Oc3ccc4c(c3)OCO4)C2)c2ccccc12 (configuration not stated)
-6	N#Cc1ccc(-c2nc3ccc(Cl)cn3c2Cc2ccccc2)cc1

Following part
GalR3 antagonist	canonical_smiles
-10	COC(=O)c1ccc2nc(C3CCCCC3)c(Cc3ccccc3)n2c1
-6	NC(COCc1ccccc1)c1csc(Nc2ccc(C(F)(F)F)cn2)n1 (configuration not stated)
-3	NC(COCc1ccccc1)c1csc(Nc2ccc(S(N)(=O)=O)cc2)n1 (configuration not stated)
27*	C#Cc1ccc(NC(=O)C2(C)CCN2C(=O)Cc2ccc(C(C)(C)C)cc2)cc1 (configuration not stated)
-8	CN1C(=O)CN2CCc3ccccc3C2c2cc(Cl)ccc21 (configuration not stated)
-2	O=C(NCCN1CCC(n2c(=O)[nH]c3ccccc32)CC1)c1ccc(F)cc1Cl
-6	Cc1cc(Br)cn2c(Cc3ccccc3)c(C3CCCCC3)nc12
-8	CN[C@@H](CO)C(=O)NC[C@H]1O[C@@H](n2cnc3c(=O)[nH]c(N)nc32)[C@H](O)[C@@H]1O

(list continues)
GalR3 antagonist	canonical_smiles
-7	COC(=O)c1cc2c(c3c4cc(OC)ccc4n(S(=O)(=O)c4ccc(F)cc4)c13)C(=O)N(C)C2
-6	O=C(NCc1ccccc1)C(c1ccco1)N1CCN(C(=O)C2CCCO2)CC1 (configuration not stated)
-9	CC(C)C[C@H]1COc2c(Cl)cccc2S(=O)(=O)N1Cc1ccc(F)cc1F
-3	O=S1(=O)C[C@@H](N2CCN(CCO)CC2)[C@H](COCc2ccccc2)N1
-5	CCc1nc2ccc(C(=O)N(CC)CCN(C)C)cn2c1N(CC)CCOC
-7&-11	CCC(c1nnnn1-c1ccc2c(c1)OCCO2)N1CCN(c2ncccc2C(F)(F)F)CC1 (configuration not stated)
-4	Cc1cc2c(nc1C)CCCN2S(=O)(=O)c1ccccc1
-8	CCCCc1c(-c2ccc(Br)cc2)ncn1CCc1ccccc1OC

Continued.
GalR3 antagonist	canonical_smiles
-6	CC(C)Oc1cc(F)ccc1-c1cc(C(=O)NCc2cccnc2)[nH]n1
1	CN(C)c1ccc(-c2csc(C(C)(O)c3ccc(F)c(F)c3)n2)cc1 (configuration not stated)
7	CC1(C(=O)NC2CCCCC2)CCC(=O)N1C1CCN(Cc2ccccc2)CC1 (configuration not stated)
0	CCOC(=O)[C@]12CCC=C1N(Cc1cccc3ccccc13)C(=O)[C@H](CC(=O)N1CCN(C(=O)c3ccco3)CC1)C2
-5	O=C(Cc1c[nH]c2ccccc12)Nc1ccc(Nc2cccnc2)c(-c2ccc(Cl)c(Cl)c2)c1
0	CN(Cc1cn(Cc2cccc(Cl)c2)nn1)C1CN(Cc2cn(Cc3cccc(Cl)c3)nn2)S(=O)(=O)C1 (configuration not stated)
-7	COc1ccc(OC)c(NC(=O)Nc2nc(C(N)c3ccccc3Cl)cs2)c1 (configuration not stated)
7	COc1ccc(C(O)C2c3c(cc4c(c3OC)OCO4)CCN2C)c(CO)c1OC (configuration not stated)

The results go on.
GalR3 antagonist	canonical_smiles
-5	COc1cccc(-c2cc(CNC(=O)[C@H]3O[C@@H](n4cnc5c(N)ncnc54)[C@H](O)[C@@H]3O)no2)c1
-6	COCCNc1nc(Nc2ccc(C)cc2C)c2sccc2n1
3	COc1cc(CNc2ncnc3c2ncn3[C@H]2CN(Cc3ccc4c(c3)OCO4)C[C@@H](CO)O2)cc(OC)c1OC
-3	CC1CN(C(=O)c2ccccc2)CCC1=NO (configuration not stated)
0	Cc1nc2ccc(S(=O)(=O)CCC(=O)NCCc3ccccc3)cc2s1
-7	COc1cc(OC)cc(-c2c(Sc3ccccc3)c3cc(-c4cnc(N5CCOCC5)nc4)ccc3n2C)c1
-6	CCCNC(=O)c1cc(C2CCCN(C(=O)c3ccc(NC(C)=O)cc3)C2)on1 (configuration not stated)
0	CC(=O)c1cccc(NC(=O)c2ccc(-c3c(C)noc3C)c3ccoc23)c1

Continued.
GalR3 antagonist	canonical_smiles
-8	CCCCC(=O)N(C)c1c(CC)nc2c(OCc3cc(Cl)cc(Cl)c3)cccn12
-7	Nc1[nH]c(C(=O)c2ccc(Br)cc2)c(-c2ccccc2Cl)c1C(=O)NCCc1c[nH]c2ccccc12
-8	NC(c1ccccc1)c1csc(NC(=O)Nc2ccccc2Oc2ccccc2)n1 (configuration not stated)
-5	CO[C@@H]1CN(C)C(=O)c2cc(NC(=O)Nc3cc(F)ccc3F)ccc2OC[C@H](C)N(C(=O)c2cnccn2)C[C@@H]1C
-1	O=C(CSC1CCc2ccccc21)NN=Cc1ccco1 (configuration not stated)
-7	COc1ccc(NC(=O)C2(C)CCN2Cc2ccccc2OC(F)F)cc1OC (configuration not stated)
-5	CCC(=O)Nc1ccc2c(c1)OC[C@@H](C)NC[C@@H](C)[C@@H](OC)CN(C)C2=O
-7	Cn1c(NCc2ccc3occc3c2)nc2cc(-c3ccc(F)cc3)sc2c1=O

The list goes on:
GalR3 antagonist	canonical_smiles
-4	Nc1ccc(CC(N)c2csc(Nc3nncc4ccccc34)n2)cc1 (configuration not stated)
-2	CCc1ccc2c(c1)NC(=O)C2(C)Cc1ccc(C(F)(F)F)nc1 (configuration not stated)
-5	Cc1cc2nc(-c3ccccc3Br)n(/C=C(\c3ccccc3)n3c(=O)[nH]c4ccccc43)c2cc1C
6	Cc1ccc(-c2nc3ccc(C)cn3c2CC2CCCCC2)cc1
-8	CC(C)(C)c1ccc(C(=O)N2[C@H](COCc3ccccc3)C=CS2(=O)=O)cc1
-6	CCCCn1nnnc1C1(C)CCC(=O)N1C1CC1 (configuration not stated)
-5	CCOC(=O)C1(C)CCCN(C(=O)c2cc(C#N)cs2)C1 (configuration not stated)
-7	COC[C@H]1CCCN1[C@H]1CS(=O)(=O)N[C@@H]1COCc1ccccc1

Further entries.
GalR3 antagonist	canonical_smiles
-2	CC(=O)c1ccc(-c2cnc3c(NC=O)cc(-c4cccc(C(=O)N(C)C)c4)cn23)cc1
2	COc1ccc(C(=O)C(=O)N2CCN(C(=O)c3ccccc3C(F)(F)F)CC2)cc1OC
-6	CCOC(=O)[C@]12CCC=C1N(Cc1ccco1)C(=O)[C@H](CC(=O)NCc1cccc3ccccc13)C2
-10	Fc1cccc(Cc2c(-c3ccc(Cl)cc3)nc3ccc(Cl)cn23)c1
-5	O=C(C[n+]1ccc2ccccc2c1)c1ccc2ccc3ccccc3c2c1
-8	C#CCN1CC(COCCCC)Oc2cccc(F)c2S1(=O)=O (configuration not stated)
-7	Cc1ccc(NC(=O)[C@@H](Cc2ccccc2)NC(=O)[C@H]2O[C@@H](n3ccc(=O)[nH]c3=O)[C@H](O)[C@@H]2O)cc1C
-7	CN1OC[C@@H]2CN3C(=O)N(c4cccc5ccccc45)c4ccccc4[C@@H]3C[C@@H]21

Remaining list, next part:
GalR3 antagonist	canonical_smiles
-9	O=C(NCc1ccco1)C1C(=O)Nc2ccccc2C(=O)N1C1CCCCC1 (configuration not stated)
-1	O=C(NCc1ccccc1)[C@@H]1CCCN1C(=O)[C@H]1CCCN1C(=O)c1ccc(F)c(F)c1
-4	Clc1ccc(Cn2ncc3c(N4CCN(c5ccccc5)CC4)ncnc32)cc1
-8	COC(=O)C1=CN(c2ccc(Oc3ccccc3)cc2)C(N)=C(C#N)C1c1cccc(F)c1 (configuration not stated)
-9	CCOC(=O)C(=O)N(C)c1c(CC)nc2c(OCc3ccccc3OC)cccn12
-7	CCOC(=O)N(C)c1c(CC)nc2c(OCCOc3ccccc3)cccn12
-2	Nc1nc2ccc(Cl)cc2cc1C(=O)NCCCN1CCOCC1
-4	COC(=O)Cn1c2ccccc2c(=O)n1C(C)C

Given with bars between the fields: entries from further up
SMILES | GalR3 antagonist
COc1ccc(C(=O)C(=O)N2CCN(C(=O)c3ccccc3C(F)(F)F)CC2)cc1OC | 2
CCOC(=O)[C@]12CCC=C1N(Cc1ccco1)C(=O)[C@H](CC(=O)NCc1cccc3ccccc13)C2 | -6
Fc1cccc(Cc2c(-c3ccc(Cl)cc3)nc3ccc(Cl)cn23)c1 | -10
O=C(C[n+]1ccc2ccccc2c1)c1ccc2ccc3ccccc3c2c1 | -5
C#CCN1CC(COCCCC)Oc2cccc(F)c2S1(=O)=O (configuration not stated) | -8
Cc1ccc(NC(=O)[C@@H](Cc2ccccc2)NC(=O)[C@H]2O[C@@H](n3ccc(=O)[nH]c3=O)[C@H](O)[C@@H]2O)cc1C | -7
CN1OC[C@@H]2CN3C(=O)N(c4cccc5ccccc45)c4ccccc4[C@@H]3C[C@@H]21 | -7
O=C(NCc1ccco1)C1C(=O)Nc2ccccc2C(=O)N1C1CCCCC1 (configuration not stated) | -9
O=C(NCc1ccccc1)[C@@H]1CCCN1C(=O)[C@H]1CCCN1C(=O)c1ccc(F)c(F)c1 | -1
Clc1ccc(Cn2ncc3c(N4CCN(c5ccccc5)CC4)ncnc32)cc1 | -4
COC(=O)C1=CN(c2ccc(Oc3ccccc3)cc2)C(N)=C(C#N)C1c1cccc(F)c1 (configuration not stated) | -8
CCOC(=O)C(=O)N(C)c1c(CC)nc2c(OCc3ccccc3OC)cccn12 | -9
CCOC(=O)N(C)c1c(CC)nc2c(OCCOc3ccccc3)cccn12 | -7
Nc1nc2ccc(Cl)cc2cc1C(=O)NCCCN1CCOCC1 | -2
COC(=O)Cn1c2ccccc2c(=O)n1C(C)C | -4

(more compounds)
GalR3 antagonist	canonical_smiles
-6	O=C(/C=C/[C@H]1O[C@@H](n2ccc(=O)[nH]c2=O)[C@H](O)[C@@H]1O)NC1CCN(Cc2ccccc2)C1 (some centres not stated)
1	COc1ccc(C(O)c2ncc(-c3ccccc3OC)[nH]2)cc1F (configuration not stated)
-5	C[C@H](CO)N1C[C@H](C)[C@@H](CN(C)Cc2ccc(C(=O)O)cc2)OCCCC[C@H](C)Oc2ccc(NC(=O)CCC(F)(F)F)cc2C1=O
-4	O=C(NCc1cc(Cl)cc(Cl)c1)c1ccc2sc([C@H]3C[C@H](O)[C@@H](CO)O3)nc2c1
-7	OC[C@@H]1CN(Cc2ccc(Cl)cc2)C[C@H](n2cnc3c(N4CCN(c5ccccc5)CC4)ncnc32)O1
-3	COC(=O)/C=C1\OC(C)c2ccccc21 (configuration not stated)
-5	COC(=O)c1cc2c(c3c4ccccc4n(S(=O)(=O)c4ccccc4)c13)C(=O)N(Cc1ccc(C(F)(F)F)cc1)C2
-3	CC1OC(COCc2ccccc2)Cc2[nH][nH]c(=O)c21 (configuration not stated)

(listing goes on)
GalR3 antagonist	canonical_smiles
-5	CC(C)NC(=O)C1(C)CN(S(C)(=O)=O)CC(=O)N1CCc1ccccc1F (configuration not stated)
-4	CC(=O)NC(c1cccc(F)c1)c1nc(-c2cccc(F)c2)cs1 (configuration not stated)
-4	O=C1NC[C@H](Cc2ccc(O)cc2)N(C[C@@H]2CCCN2C[C@H](Cc2ccccc2)N2C[C@H](Cc3ccc(O)cc3)N(CC3CCCCCC3)C(=O)C2=O)C1=O
-4	COC(=O)C1=CN(c2ccc(Oc3ccccc3)cc2)C(N)=C(C#N)C1c1ccccc1 (configuration not stated)
-7	OC(c1ccc(Cl)c(F)c1)c1ncc(-c2cccc(C(F)(F)F)c2)[nH]1 (configuration not stated)
-4	COc1ccc(-c2cc(CNc3nc4cc(-c5ccccc5C)sc4c(=O)n3C)on2)cc1
-7	Cc1ccc(S(=O)(=O)N2C[C@H]3C(=O)C[C@@H](c4ccccc4)N(S(=O)(=O)c4cccc(C)c4)[C@H]3C[C@H]2c2ccccc2)cc1
-6	CCCCNC(=O)C1(C)CCN1C(=O)c1cncc(Br)c1 (configuration not stated)

More entries.
GalR3 antagonist	canonical_smiles
-6	CCc1nc2ccc(C(=O)NCCN(C)C)cn2c1N(CC)CCOC
-6	C=CCN=C1NC(c2cccc(Cl)c2)C(C(=O)OC)=C(C)N1Cc1ccc(C(F)(F)F)cc1 (configuration not stated)
-8	COC(=O)[C@]12CCCCC=C1N(Cc1cccc3ccccc13)C(=O)[C@H](CC(=O)N1CCC(c3ccccc3)CC1)C2
-1	CC(=O)Nc1ccc(CN2C(=O)C(C)(C)ON=C2c2ccc(C(F)(F)F)cc2)cc1
-4	COc1ccc(Cl)cc1CC1(C)C(=O)Nc2c(Cl)cccc21 (configuration not stated)
-9	CC1(Cc2ccc(F)c(Cl)c2)C(=O)Nc2c(Cl)cccc21 (configuration not stated)
-7	O=S1(=O)CCC(N(N=Cc2ccco2)c2ccccc2)C1 (configuration not stated)
-5	CC(C)(C)c1cc(NC(=O)C2(C)CCN2C(=O)C2(c3ccccc3)CC2)no1 (configuration not stated)

Carrying on:
GalR3 antagonist	canonical_smiles
-3	NC(Cc1ccc(C(F)(F)F)cc1)c1csc(Nc2ncccn2)n1 (configuration not stated)
-4	COc1cc(N(C)C)ccc1[C@]1(O)C(=O)N(C)c2ccc(Br)cc21
-5	COc1ccc2nc(C(c3ccc(C)cc3)n3c(-c4ccccc4Br)nc4ccccc43)[nH]c2c1 (configuration not stated)
-6	CC1(C)OC(=O)C2=C(CC(CCc3ccccc3)OC2c2ccc(Cl)cc2)O1 (configuration not stated)
-8	CCOC(=O)C1(C)CCN1C(=O)c1ccccc1OC(F)(F)F (configuration not stated)
-6	COC(=O)C1=C(C)N(Cc2ccc(C(F)(F)F)cc2)C(=NCc2ccccc2)NC1c1ccccc1 (configuration not stated)
4	O=C(NCC1CCN(C(=O)C(=O)c2cc3ccccc3o2)CC1)c1ccncc1
-5	O=C1c2ccccc2C(c2nc3ccccc3[nH]2)N1c1ccccc1 (configuration not stated)
-7	Cn1c(=O)c2cc(NC(=O)NCc3ccccc3)ccc2n1Cc1ccc(Cl)cc1
-4	COc1ccccc1CCn1cnc(-c2cccc(Br)c2)c1C(C)C
-5	O=C(c1ccco1)N1CCN(C(=O)c2ccco2)CC1
